Screening results (PubChem)
BAP1 inh: inhibitors of BAP1 deubiquitinase, primary screen, biochemical, Ub-AMC fluorescence, kinetic; Ubiquitin carboxyl-terminal hydrolase BAP1 (Homo sapiens), Q92560; recombinant BAP1, Ub-AMC hydrolysis fluorescence kinetic; hits give low values; activity remaining (% of control), % at 20 µM; actives 0.48% (n = 72,000);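 active means activity remaining at or below 50% of control, provided the compound also passes the data quality filters; inactive means the rest, including low values that fail the filters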;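 further: 100% = DMSO wells rate and 0% = substrate alone blank rate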
Target sequence (Q92560 whole entry, looked up): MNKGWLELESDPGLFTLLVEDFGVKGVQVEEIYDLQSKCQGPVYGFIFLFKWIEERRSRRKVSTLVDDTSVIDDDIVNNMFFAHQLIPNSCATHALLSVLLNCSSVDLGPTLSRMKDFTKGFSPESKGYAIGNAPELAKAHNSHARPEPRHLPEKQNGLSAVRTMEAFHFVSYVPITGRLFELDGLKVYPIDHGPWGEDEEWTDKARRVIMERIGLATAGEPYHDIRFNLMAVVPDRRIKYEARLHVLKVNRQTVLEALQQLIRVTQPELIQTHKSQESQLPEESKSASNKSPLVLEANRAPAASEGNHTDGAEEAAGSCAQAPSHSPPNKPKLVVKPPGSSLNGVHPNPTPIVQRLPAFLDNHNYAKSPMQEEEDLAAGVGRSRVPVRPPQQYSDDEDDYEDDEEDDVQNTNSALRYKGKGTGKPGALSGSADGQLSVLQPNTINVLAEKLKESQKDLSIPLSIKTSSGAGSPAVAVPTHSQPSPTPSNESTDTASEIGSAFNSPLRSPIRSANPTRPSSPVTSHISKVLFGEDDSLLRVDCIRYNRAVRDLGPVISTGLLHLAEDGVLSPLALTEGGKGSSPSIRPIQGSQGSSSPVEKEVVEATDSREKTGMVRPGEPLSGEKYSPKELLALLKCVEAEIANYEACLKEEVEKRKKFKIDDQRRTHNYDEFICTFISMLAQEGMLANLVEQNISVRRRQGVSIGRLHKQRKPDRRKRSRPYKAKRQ
HePTP inh: inhibitors of human HePTP phosphatase, primary screen, biochemical, absorbance, leukemia target; Tyrosine-protein phosphatase non-receptor type 7 (Homo sapiens), P35236; AID 521, 2006; inhibition, % at 20 µM; actives 0.64% (n = 110,000); recombinant HePTP phosphatase activity, OD absorbance; in the data active means inhibition above about 50%;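 further: plate controls were vehicle for no effect and reference inhibitor for full effect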
Numbers without * were called inactive; . = no result given; & = joins results of further samples.

Preview (6 entries):
SMILES | BAP1 inh | HePTP inh
Cc1ccc(N2C(=O)C(N3C(=O)c4cccc([N+](=O)[O-])c4C3=O)C2c2ccc(F)cc2)cc1F (stereo not drawn) | 88.9 | .
COc1ccc(N2C(=O)NC(=O)/C(=C/c3ccc(-c4ccc([N+](=O)[O-])cc4Cl)o3)C2=O)cc1 | . | 9.5
Cc1ccsc1C=Nc1c(C)n(C)n(-c2ccccc2)c1=O | 126.0 | 6.2
COc1cccc(NC(=O)/C=C(\C(=O)O)c2ccc(Cl)cc2)c1 | . | 1.4
CCOc1ccccc1NC(=O)COc1ccc(C(C)(C)C)cc1 | 89.8 | -10.4
N#Cc1nc(COc2ccc(Cl)cc2)oc1N1CCCCCC1 | 65.2 | 4.2

Results (from the top)
SMILES | BAP1 inh | HePTP inh
Cc1ccc(N2C(=O)C(N3C(=O)c4cccc([N+](=O)[O-])c4C3=O)C2c2ccc(F)cc2)cc1F (stereo not drawn) | 88.9 | .
COc1ccc(N2C(=O)NC(=O)/C(=C/c3ccc(-c4ccc([N+](=O)[O-])cc4Cl)o3)C2=O)cc1 | . | 9.5
Cc1ccsc1C=Nc1c(C)n(C)n(-c2ccccc2)c1=O | 126.0 | 6.2
COc1cccc(NC(=O)/C=C(\C(=O)O)c2ccc(Cl)cc2)c1 | . | 1.4
CCOc1ccccc1NC(=O)COc1ccc(C(C)(C)C)cc1 | 89.8 | -10.4
N#Cc1nc(COc2ccc(Cl)cc2)oc1N1CCCCCC1 | 65.2 | 4.2
CCOc1ccc(OCC)c(NC(=O)CSc2nnc(Cn3cnc4ccccc43)n2C)c1 | 95.8 | 4.9
CCOC(=O)COn1c(=O)c(=O)n(OC)c2ccccc21 | 109.7 | 1.7
O=C(C1CCC(Cn2c(=S)[nH]c3ccccc3c2=O)CC1)N1CCOCC1 (stereo not drawn) | 102.5 | 4.3
O=S(=O)(c1ccc(C=Nc2ccc(Br)cc2)cc1)c1ccc(C=Nc2ccc(Br)cc2)cc1 | . | 4.4
Cc1cc(C(=O)N2CCN(C(c3ccccc3)c3ccccc3)CC2)on1 | 101.6 | 4.4
O=C(Cc1ccccc1)Nc1ccc(Br)cc1C(=O)O | . | 8.8
CS(=O)(=O)NCc1csc(-c2ccccc2)n1 | 97.7 | 9.4
O=C(Nc1ccc2snnc2c1)N1CCOCC1 | 98.0 | 1.2
CCC(Oc1ccccc1)C(=O)Nc1ccc(-c2nnc(-c3ccco3)o2)cc1 (stereo not drawn) | . | 12.2
N#C/C(=C\c1ccc(-c2ccc(Cl)cc2)o1)C(=O)Nc1ccccc1O | . | 5.8
O=C(c1ccc(S(=O)(=O)N2CCOCC2)cc1)N1CCN(CCN2C(=O)c3cccc4cccc(c34)C2=O)CC1 | 118.1 | -10.4
Cc1[nH]c2ccccc2c1/C=C/c1nc2ccccc2c(=O)n1-c1cccc([N+](=O)[O-])c1 | . | 12.5
CCOC(=O)CSc1nnc(Cc2cc(=O)[nH]c(=O)[nH]2)n1-c1ccc(Cl)cc1 | 95.7 | -7.7
CCCN(CCC)C(=O)c1ccc(Cl)cc1 | . | -7.6
Cc1ccc(-n2nnc3c(SCC(=O)NCC4CCCO4)ncnc32)cc1 (stereo not drawn) | 84.1 | 2.6
CCOC(=O)c1sc(N)nc1C | 77.8 | .
CN(C)C=Nc1ncc2c3ccccc3n(CCN(C)C)c2c1C#N | 95.9 | 0.1
CCOC(=O)c1cccc(NC(=O)c2ccc(OC)c(OC)c2)c1 | . | -4.0
Cc1ccc(NC2=CC(c3ccc([N+](=O)[O-])cc3)N(c3ccc(C)cc3)C2=O)cc1 (stereo not drawn) | . | 5.9
SMILES | BAP1 inh | HePTP inh
Cc1cc(C(=O)CSc2nnc(-c3ccco3)o2)c(C)n1Cc1ccco1 | 77.7 | -4.1
CCN(CC)CCC/C(=N\O)C(O)(c1ccccc1)c1ccccc1 | . | 13.4
COCCNC(=O)c1cnn2c(C(F)(F)F)cc(-c3ccc4c(c3)OCO4)nc12 | 98.5 | -2.8
CCc1nc(C)ccc1OCC(=O)NCCCN(C)C | 107.4 | 6.4
Cc1cnn(C(=S)NCc2ccco2)c1 | 63.2 | 2.8
c1coc(-c2nc3nc4ccccc4nc3n2-c2ccc3c(c2)OCCO3)c1 | 70.9 | 5.1
C1CCC2(CC1)OCC1(CO2)COC2(CCCCC2)OC1 | 91.8 | -7.4
Cc1occc1C(=O)Nc1nccs1 | 92.4 | 11.0&12.6
O=C(Nc1nnc(-c2ccncc2)s1)C1CCCO1 (stereo not drawn) | . | 5.5
O=S(=O)(c1ccccc1)N1CCN(Cc2ccncc2)CC1 | . | -13.2
CN1CCN(c2ccc(C(=O)c3cccc(F)c3)cc2)CC1 | . | -7.2
O=C(NC12CC3CC(CC(C3)C1)C2)N1CCC(n2nnc3ccccc32)CC1 | 95.5 | -0.6
COc1ccc(CSc2nc3ccccc3s2)cc1 | . | -10.6
CCOC(=O)C(CCCOc1ccc(C(C)(C)C)cc1)C(=O)OCC | . | -10.0
Cc1nc(-c2ccccc2)sc1C(=O)Nc1ccc(Br)cc1 | . | 6.6
FC(F)(F)COc1nc(N2CCOCC2)nc(N2CCN(Cc3ccccc3)CC2)n1 | . | 4.6
O=C(CN(c1ccc(Br)cc1)S(=O)(=O)c1ccccc1)NCCOc1ccccc1 | . | -6.5
O=C(NC1CCCCC1)C1CCCN(S(=O)(=O)c2cccs2)C1 (stereo not drawn) | 82.8 | 3.9
COc1ccccc1Nc1nc(N)nc(CN2CCC(Cc3ccccc3)CC2)n1 | 98.4 | .
COc1ccc(C(=O)N2CCN(Cc3cccc(F)c3)CC2)cc1 | . | 8.1
Cc1ccc(-n2nc3c(c2NC(=O)c2ccc4c(c2)OCO4)CSC3)cc1 | 64.9 | -10.3
Cn1c(=O)c2c(nc(CN3CCN(c4ccccc4)CC3)n2Cc2ccccc2Cl)n(C)c1=O | 103.4 | 0.7
COc1ccccc1-c1cc(C(=O)N2CCN(c3ccc(F)cc3)CC2)no1 | 73.0 | 10.5
O=C(NN1C(=O)c2ccccc2C1=O)c1ccccc1Br | . | -7.7
O=C1c2ccccc2S(=O)(=O)N1Cc1nc2ccccc2s1 | 105.1 | 10.2

One compound at a time (already shown).
Cc1cnn(C(=S)NCc2ccco2)c1 is listed with BAP1 inh = 63.2; HePTP inh = 2.8
Cc1ccc(-n2nc3c(c2NC(=O)c2ccc4c(c2)OCO4)CSC3)cc1 is listed with BAP1 inh = 64.9; HePTP inh = -10.3

Remaining list, next part.
SMILES | BAP1 inh | HePTP inh
CC1(C)CC(=NN=C2CC(C)(C)NC(C)(C)C2)CC(C)(C)N1 | . | 7.4
O=C(O)CCCN1C(=O)C(=O)/C(=C(/O)c2ccccc2)C1c1ccccc1[N+](=O)[O-] (stereo not drawn) | . | -15.1
COc1ccc(-n2c(SCc3ccccc3)nc3sc4c(c3c2=O)CCC4)cc1 | . | 6.5
CCOC(=O)N1CCC(NC(=O)c2cc(S(=O)(=O)N3CCc4ccccc43)cn2C)CC1 | 102.2 | -3.5
Cc1ccc(C(=O)Nc2ccc(Cc3ccncc3)cc2)cc1[N+](=O)[O-] | . | -0.3
CC(=O)NC(c1ccccc1Cl)c1c(OC(C)=O)ccc2ccccc12 (stereo not drawn) | . | -36.4
CCOC(=O)c1ccc(Nc2nc(-c3cc4ccccc4oc3=O)cs2)cc1 | 69.9 | .
COc1ccc(CCn2c(C)cc3c(c2=O)C(c2ccncc2)C(C#N)=C(N)O3)cc1OC (stereo not drawn) | 94.8 | 6.7
COC(=O)Cn1ncc2c3ccccc3n(C)c2c1=O | 89.5 | 9.1
Cc1cc(C)nc(-n2nc(C)cc2NC(=O)c2cccc(S(=O)(=O)N(C)C)c2)n1 | 98.5 | 2.0
CCOC(=O)c1sc(NC(C)=O)c(C(=O)OCC)c1C | 106.4 | -3.2
O=C(Cc1ccc(-c2ccccc2)cc1)Nc1cc(Cl)ccc1Cl | . | -1.8
CCOC(=O)c1cnn2c(C)cc(-c3ccccc3)nc12 | 130.2 | 11.7&6.1
CC(=O)[C@H]1CCC2C3CC=C4C[C@@H](OS(=O)(=O)O)CC[C@]4(C)C3CC[C@@]21C (stereo partly drawn) | 89.3 | .
CC1=CC(=NS(=O)(=O)c2ccc(C)cc2)C=C(C)C1=O | . | -2.4
Cc1ccc(/C(O)=C2\C(=O)C(=O)N(CCCC(=O)O)C2c2ccc(Br)cc2)cc1 (stereo not drawn) | . | -13.1
Cc1cc(Br)ccc1NC(=O)c1cccc(N(C)C)c1 | . | -12.5
Cn1cccc1CN1CCN(Cc2ccncc2)CC1 | . | -5.4
C=CCN1C(=O)/C(=C\c2cc3c(cc2Br)OCO3)C(=O)NC1=S | . | 7.6
CC1CC(C)CN(Cc2nc3c(c(=O)n(C)c(=O)n3C)n2CCN2CCOCC2)C1 (stereo not drawn) | 109.4 | 9.9
Cc1cc(C)c2c(c1)c(C)cc1nnc(SCC(=O)NCc3ccco3)n12 | 73.4 | 6.0
CCOC(=O)CNC(=O)CSc1nnc(-c2ccco2)n1Cc1ccco1 | . | -1.0
CCCCSC1=C(C#N)C(c2ccccc2C)C(C(=O)OCC)C(=O)N1 (stereo not drawn) | 102.1 | 5.1
COc1ccc(-c2noc(CSc3ccccc3)n2)cc1OC | 104.1 | 1.5
CCC(C)NCC(=O)Nc1ccc(-c2nc3cc(NC(=O)CNC(C)CC)ccc3o2)cc1 (stereo not drawn) | 484.3 | 1.8

A draw from above in order of formula weight, high to low:
SMILES | BAP1 inh | HePTP inh
COc1ccc(-n2c(SCc3ccccc3)nc3sc4c(c3c2=O)CCC4)cc1 | . | 6.5
CCOC(=O)c1ccc(Nc2nc(-c3cc4ccccc4oc3=O)cs2)cc1 | 69.9 | .
CCOC(=O)CNC(=O)CSc1nnc(-c2ccco2)n1Cc1ccco1 | . | -1.0
CC(=O)NC(c1ccccc1Cl)c1c(OC(C)=O)ccc2ccccc12 (stereo not drawn) | . | -36.4
CCOC(=O)c1sc(NC(C)=O)c(C(=O)OCC)c1C | 106.4 | -3.2

Next records:
SMILES | BAP1 inh | HePTP inh
Cc1nc2cc(-c3ccccc3Cl)[nH]n2c(=O)c1Cl | . | 7.0
Cc1cc(C)c(C(=O)CSc2n[nH]c(=O)n2C2CC2)cc1C | 85.2 | -5.8
COCCn1nnnc1C(c1ccc(OC)c(OC)c1)N1CCN(c2nc3ccccc3s2)CC1 (stereo not drawn) | 92.9 | 3.4
Cc1nn(-c2ccc(F)cc2)c2nc(N)c(C#N)c(-c3cccs3)c12 | 143.7 | -1.3
COC(=O)c1ccc(-n2nnnc2SCC(=O)Nc2ccccc2OC)cc1 | 95.2 | 0.8
O=c1oc2c(-c3cccc(Cl)c3)cc(O)cc2s1 | . | 4.5
CC(C)CCn1c(COc2ccccc2)nc2ccccc21 | . | 8.2
COCCNc1ncnc2ccc(Br)cc12 | . | -7.0
COc1ccc(C(=O)N2CCN(c3cccc(Cl)c3)CC2)c(OC)c1 | 122.5 | 4.3
O=C(O)C1CSC(CCc2ccccc2)N1 (stereo not drawn) | 143.9 | 2.0
Cc1cc(Cl)cc(Cl)c1OCCNCCO | . | -2.3
COc1ccc(C(=O)c2ccc(OC)cc2OC)c(OC)c1 | . | 5.0
CCOC(=O)N1CCN(C(=O)CSc2nnc(Cn3c(=O)sc4ccccc43)n2C)CC1 | 97.0 | -1.1
O=C(CSc1nnc(-c2ccncc2)n1-c1ccccc1)c1ccc(F)cc1 | . | 5.1
Cc1cc(C)n(-c2nc3ccccc3n3nnnc23)n1 | 108.8 | 10.0
CCN1CCCC1CN=Cc1c(O)n(-c2ccccc2)c(=O)c2ccccc12 (stereo not drawn) | 84.5 | -0.9
CCOC(=O)c1c(-c2ccccc2)csc1NC(=O)c1cc2ccccc2oc1=O | . | 5.0
O=C1c2ccccc2C(O)(Cc2ccccc2)N1c1ccc2c(c1)OCO2 (stereo not drawn) | 96.7 | 2.8
Cc1c(C)c(C)c(C=C2C(=O)c3ccccc3C2=O)c(C)c1C | . | 10.3
Oc1cnc(Nc2nc3ccccc3s2)[nH]1 | . | 3.0
O=[N+]([O-])c1ccc(C2SCCN2S(=O)(=O)c2ccc3cccc4c3c2CC4)cc1 (stereo not drawn) | . | -19.6
